TcdB GH inh: inhibitors of Clostridioides difficile toxin B glycohydrolase; P18177; TcdB glycohydrolase enzymatic assay, plate reader; inhibition, % at 9.99 µM; hit rate 0.24% among 350,000; AID 652162; in the data active = inhibition above about 10%
Target sequence (P18177 whole entry, looked up): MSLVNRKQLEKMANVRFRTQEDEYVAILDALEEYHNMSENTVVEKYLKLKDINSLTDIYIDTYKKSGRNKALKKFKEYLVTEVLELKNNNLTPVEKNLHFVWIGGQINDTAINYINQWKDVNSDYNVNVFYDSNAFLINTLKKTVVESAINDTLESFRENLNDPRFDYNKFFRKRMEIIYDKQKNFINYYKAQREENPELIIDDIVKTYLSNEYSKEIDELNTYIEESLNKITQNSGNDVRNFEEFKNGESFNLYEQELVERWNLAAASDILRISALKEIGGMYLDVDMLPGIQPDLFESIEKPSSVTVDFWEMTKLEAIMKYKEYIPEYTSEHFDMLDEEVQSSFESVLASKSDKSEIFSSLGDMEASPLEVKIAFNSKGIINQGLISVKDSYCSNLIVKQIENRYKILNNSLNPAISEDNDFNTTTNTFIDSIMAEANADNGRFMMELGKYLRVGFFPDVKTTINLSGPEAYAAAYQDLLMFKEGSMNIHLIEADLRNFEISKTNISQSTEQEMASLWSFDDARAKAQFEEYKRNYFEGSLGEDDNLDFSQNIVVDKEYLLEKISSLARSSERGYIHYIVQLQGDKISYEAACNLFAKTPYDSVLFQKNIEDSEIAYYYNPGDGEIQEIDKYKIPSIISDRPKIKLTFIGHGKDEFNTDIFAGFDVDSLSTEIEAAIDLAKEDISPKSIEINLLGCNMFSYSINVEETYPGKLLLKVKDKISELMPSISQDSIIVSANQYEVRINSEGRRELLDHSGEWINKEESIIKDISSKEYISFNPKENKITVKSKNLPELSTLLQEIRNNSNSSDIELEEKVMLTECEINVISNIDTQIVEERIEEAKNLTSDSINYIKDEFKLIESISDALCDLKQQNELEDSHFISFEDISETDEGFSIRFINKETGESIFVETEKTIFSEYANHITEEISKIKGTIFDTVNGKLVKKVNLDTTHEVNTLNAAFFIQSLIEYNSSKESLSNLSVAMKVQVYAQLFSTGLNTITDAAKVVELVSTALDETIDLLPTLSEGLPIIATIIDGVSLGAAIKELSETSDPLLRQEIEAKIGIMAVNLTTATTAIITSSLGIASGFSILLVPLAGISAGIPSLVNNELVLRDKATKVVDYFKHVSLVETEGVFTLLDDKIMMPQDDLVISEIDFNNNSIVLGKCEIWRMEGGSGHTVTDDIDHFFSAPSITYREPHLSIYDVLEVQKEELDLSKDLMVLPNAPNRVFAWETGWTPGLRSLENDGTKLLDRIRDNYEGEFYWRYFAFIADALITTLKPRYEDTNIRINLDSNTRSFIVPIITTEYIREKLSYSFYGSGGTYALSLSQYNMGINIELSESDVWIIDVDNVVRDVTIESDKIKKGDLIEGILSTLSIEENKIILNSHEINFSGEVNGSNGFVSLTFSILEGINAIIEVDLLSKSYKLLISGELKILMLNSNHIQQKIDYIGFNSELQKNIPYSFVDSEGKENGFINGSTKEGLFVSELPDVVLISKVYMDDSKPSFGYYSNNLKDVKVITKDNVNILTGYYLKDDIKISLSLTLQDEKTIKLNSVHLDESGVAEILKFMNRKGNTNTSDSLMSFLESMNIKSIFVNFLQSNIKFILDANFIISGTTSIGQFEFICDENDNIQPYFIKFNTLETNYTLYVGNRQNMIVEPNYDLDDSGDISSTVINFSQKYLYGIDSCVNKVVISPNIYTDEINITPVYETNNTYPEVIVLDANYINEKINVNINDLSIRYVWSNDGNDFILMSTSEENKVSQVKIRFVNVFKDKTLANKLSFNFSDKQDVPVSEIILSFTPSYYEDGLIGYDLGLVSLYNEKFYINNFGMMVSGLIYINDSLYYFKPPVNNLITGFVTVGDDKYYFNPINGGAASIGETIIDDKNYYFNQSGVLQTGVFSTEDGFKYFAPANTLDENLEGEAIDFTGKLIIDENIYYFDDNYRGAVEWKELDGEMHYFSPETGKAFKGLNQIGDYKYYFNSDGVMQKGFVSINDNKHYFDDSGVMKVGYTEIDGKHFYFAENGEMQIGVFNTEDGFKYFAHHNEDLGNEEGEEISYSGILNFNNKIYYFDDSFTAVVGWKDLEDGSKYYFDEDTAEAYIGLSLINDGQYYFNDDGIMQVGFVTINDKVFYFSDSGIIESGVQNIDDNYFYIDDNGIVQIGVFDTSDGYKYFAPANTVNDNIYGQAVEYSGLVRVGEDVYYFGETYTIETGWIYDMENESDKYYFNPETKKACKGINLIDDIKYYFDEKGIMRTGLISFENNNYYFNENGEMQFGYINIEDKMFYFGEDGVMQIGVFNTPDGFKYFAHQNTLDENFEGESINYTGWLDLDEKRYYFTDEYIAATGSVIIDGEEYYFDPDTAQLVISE
Starred values were filed as active, the others as inactive; & = joins results of further samples. Only part of the results is shown. The share of hits here may be higher or lower than overall.

canonical_smiles	TcdB GH inh
C[C@H](CO)N1C[C@H](C)[C@@H](CN(C)CC2CC2)Oc2ccc(NC(=O)Cc3ccccc3)cc2CC1=O	0.8
C[C@@H]1CN([C@@H](C)CO)C(=O)c2cc(NS(=O)(=O)c3cccs3)ccc2O[C@@H](C)CCCCO[C@@H]1CN(C)C(=O)Nc1ccc(C(F)(F)F)cc1	0.8
COc1ccc(CN(C)C[C@H]2Oc3c(NC(=O)Nc4ccccc4)cccc3C(=O)N([C@H](C)CO)C[C@H]2C)cc1	-0.2
CN(C)C(=O)C[C@@H]1CC[C@H](NC(=O)c2ccc(F)cc2)[C@H](CO)O1	-0.5
C[C@H]1CCCCO[C@@H](CN(C)C(=O)Nc2ccc(C(F)(F)F)cc2)[C@@H](C)CN([C@@H](C)CO)C(=O)c2cc(NS(=O)(=O)c3ccc(F)cc3)ccc2O1	0.3
C[C@@H]1CCCCO[C@H](CN(C)Cc2ccc3c(c2)OCO3)[C@H](C)CN([C@H](C)CO)C(=O)c2cc(N(C)C)ccc2O1	-23&-16
C[C@@H]1CN([C@@H](C)CO)C(=O)c2cccc(NC(=O)CCCCCC(=O)Nc3ccccc3N)c2O[C@@H]1CN(C)C(=O)Nc1ccc(F)cc1	-0.4
CCCNC(=O)c1cc2c(c(-c3cccc(-c4ccc(F)cc4)c3)n1)[C@H](CCO)N([S@@](=O)C(C)(C)C)C2	0.4
C[C@@H]1CCCCO[C@H](CN(C)C)[C@@H](C)CN([C@H](C)CO)C(=O)c2cc(NC(=O)NC3CCCCC3)ccc2O1	0.4
C[C@@H]1CN([C@@H](C)CO)C(=O)c2cc(NC(=O)Nc3ccccc3)ccc2O[C@@H](C)CCCCO[C@@H]1CN(C)C(=O)c1ccccc1	-0.1
C[C@@H]1CN([C@@H](C)CO)C(=O)c2c(c3ccccc3n2C)-c2ccccc2CO[C@@H]1CN(C)C(=O)C1CC1	-2.2
C[C@@H]1CCCCO[C@@H](CN(C)Cc2ccc(C(=O)O)cc2)[C@H](C)CN([C@H](C)CO)C(=O)c2cc(NS(=O)(=O)c3cccs3)ccc2O1	-0.1
COc1ccc(S(=O)(=O)Nc2ccc3c(c2)CC(=O)N([C@H](C)CO)C[C@@H](C)[C@H](CN(C)C(=O)Nc2ccc(C(F)(F)F)cc2)O3)cc1	0.2
C[C@@H]1CN([C@@H](C)CO)C(=O)Cc2cc(NC(=O)CCC(F)(F)F)ccc2O[C@@H]1CN(C)Cc1ccccc1	0.1
C/C=C/c1ccccc1[C@H]1[C@@H](C#N)N(C(=O)Cc2ccccn2)[C@@H]1CO	-1.2

Pulled one by one from the list above (4):
canonical_smiles	TcdB GH inh
CN(C)C(=O)C[C@@H]1CC[C@H](NC(=O)c2ccc(F)cc2)[C@H](CO)O1	-0.5
C/C=C/c1ccccc1[C@H]1[C@@H](C#N)N(C(=O)Cc2ccccn2)[C@@H]1CO	-1.2
C[C@@H]1CN([C@@H](C)CO)C(=O)c2cccc(NC(=O)CCCCCC(=O)Nc3ccccc3N)c2O[C@@H]1CN(C)C(=O)Nc1ccc(F)cc1	-0.4
C[C@@H]1CN([C@@H](C)CO)C(=O)c2cc(NC(=O)Nc3ccccc3)ccc2O[C@@H](C)CCCCO[C@@H]1CN(C)C(=O)c1ccccc1	-0.1

More results.
canonical_smiles	TcdB GH inh
O=S1(=O)c2ccc(Br)cc2-n2nncc2CN1Cc1cccc(Cl)c1	-0.2
CO[C@H]1CN(C)C(=O)c2ccc(NC(=O)C3CCC3)cc2OC[C@@H](C)N(Cc2nccs2)C[C@H]1C	-0.4
O=C(C1CC1)N1CC(=O)N2[C@H](C1)[C@H](c1ccc(Br)cc1)[C@@H]2CO	0.8
CCCCCCc1ccc(-c2ccc(C#N)cc2)cc1	1.4
COC(=O)[C@@H]1[C@@H](CO)[C@@H]2Cn3c(ccc(-c4ccccc4F)c3=O)[C@H]1N2C(=O)C1CCC1	0.9
C[C@H]1CN([C@@H](C)CO)C(=O)c2cc(-c3ccncc3)cnc2O[C@@H]1CN(C)C(=O)Nc1ccc2c(c1)OCO2	-0.8
C[C@H]1CN([C@@H](C)CO)C(=O)Cc2cc(NC(=O)CCCCCC(=O)Nc3ccccc3N)ccc2O[C@H]1CN(C)C(=O)NC1CCCCC1	0.4
CC(C)CC#Cc1cnc2c(c1)C(=O)N([C@H](C)CO)C[C@@H](C)[C@@H](CN(C)Cc1ccccc1F)O2	1.5
C[C@H](CO)N1C[C@H](C)[C@H](CN(C)C(=O)c2cccc(F)c2)Oc2cc(-c3cncnc3)ccc2S1(=O)=O	1.2
C[C@@H]1CCCCO[C@H](CN(C)S(=O)(=O)c2ccc(Cl)cc2)[C@H](C)CN([C@H](C)CO)C(=O)c2cc(N(C)C)ccc2O1	-1.4
CN(C)C(=O)[C@@H]1[C@@H](CO)[C@@H]2Cn3c(ccc(-c4ccccc4F)c3=O)[C@H]1N2C(=O)c1ccncc1	-0.3
CN(C)C(=O)c1ccc(-c2ccc3c(c2)[C@H]2[C@H](CCN2C(=O)C2CC2)[C@@H](CO)N3C)cc1	-1.8
Cc1noc(C)c1NC(=O)Nc1ccc2c(c1)CC(=O)N([C@@H](C)CO)C[C@@H](C)[C@H](CN(C)Cc1ccc(C(=O)Nc3ccccc3N)cc1)O2	-0.8
CNC(=O)C[C@H]1CC[C@H]2[C@@H](COC[C@@H](O)CN2S(=O)(=O)c2ccc(Oc3ccccc3)cc2)O1	0.3
CCCN1C[C@H](C)[C@H](OC)CN(C)C(=O)c2ccc(NS(=O)(=O)c3cn(C)cn3)cc2OC[C@@H]1C	-0.1

In the list so far, these have a thiophene ring, fused or not.
canonical_smiles	TcdB GH inh
C[C@@H]1CN([C@@H](C)CO)C(=O)c2cc(NS(=O)(=O)c3cccs3)ccc2O[C@@H](C)CCCCO[C@@H]1CN(C)C(=O)Nc1ccc(C(F)(F)F)cc1	0.8
C[C@@H]1CCCCO[C@@H](CN(C)Cc2ccc(C(=O)O)cc2)[C@H](C)CN([C@H](C)CO)C(=O)c2cc(NS(=O)(=O)c3cccs3)ccc2O1	-0.1

Additional compounds
canonical_smiles	TcdB GH inh
C[C@@H]1CN([C@@H](C)CO)C(=O)c2cccc(NS(=O)(=O)c3ccccc3)c2O[C@@H]1CN(C)C(=O)Nc1cccc2ccccc12	1.3
COc1ccccc1C#Cc1cnc2c(c1)C(=O)N([C@H](C)CO)C[C@@H](C)[C@H](CN(C)S(=O)(=O)c1cn(C)cn1)O2	1.3
O=C(c1cccc(F)c1)N1CC2(C1)[C@H](c1ccccc1)[C@@H](CO)N2C(=O)C1CCC1	0.2
CCS(=O)(=O)N1CCCCN2[C@H](C1)[C@H](c1ccc(-c3ccccc3F)cc1)[C@@H]2CO	-3.8
C[C@H](CO)N1C[C@H](C)[C@@H](CN(C)C(=O)Nc2ccc3c(c2)OCO3)Oc2cc(C3=CCCC3)ccc2S1(=O)=O	1.6
COc1ccc(C#Cc2ccc3c(c2)[C@@H]2[C@@H](CCN2S(=O)(=O)c2ccccc2C)[C@@H](CO)N3)cc1	-0.1
CN(C)CC#Cc1ccc([C@@H]2[C@H](CO)N3CCCCN(C(=O)Nc4ccccc4F)C[C@@H]23)cc1	-5.0
Cc1ccc(S(=O)(=O)N(C)C[C@H]2OCCCC[C@@H](C)Oc3ccc(NC(=O)Nc4c(C)noc4C)cc3C(=O)N([C@@H](C)CO)C[C@H]2C)cc1	0.3
COc1ccc(S(=O)(=O)Nc2ccc3c(c2)C(=O)N([C@@H](C)CO)C[C@H](C)[C@H](CN(C)S(=O)(=O)c2cccs2)O3)cc1	0.4
C[C@H]1CN([C@@H](C)CO)C(=O)c2cc(NC(=O)c3ccncc3)ccc2O[C@@H]1CN(C)Cc1ccc(-c2ccccc2)cc1	-2.2
C[C@@H]1CCCCO[C@@H](CN(C)C(=O)C2CCCCC2)[C@@H](C)CN([C@@H](C)CO)C(=O)c2cc(NC(=O)C3CCCCC3)ccc2O1	-0.7
Cc1cc(Br)cn2c(Cc3ccccc3C(F)(F)F)c(-c3ccco3)nc12	-1.2
Cc1ccc(S(=O)(=O)N[C@H]2C=C[C@H](CC(=O)NCc3ccc(Cl)c(Cl)c3)O[C@H]2CO)cc1	0.7
C[C@@H]1CN([C@@H](C)CO)C(=O)c2cc(NS(=O)(=O)c3ccccc3)ccc2O[C@@H](C)CCCCO[C@H]1CN(C)C(=O)Cc1ccccc1	-0.5
CN(C)C(=O)C[C@H]1CC[C@@H]2[C@@H](COc3ccc(NC(=O)c4cnccn4)cc3C(=O)N2C)O1	-0.4
COc1cccc(S(=O)(=O)N(C)C[C@H]2Oc3cc(C4=CCCC4)ccc3S(=O)(=O)N([C@@H](C)CO)C[C@H]2C)c1	-0.3
O=C(C1CC1)N1[C@H](CO)[C@@H](c2ccccc2)C12CN(CCC(F)(F)F)C2	0.1
CCS(=O)(=O)Nc1ccc2c(c1)C(=O)N(C)C[C@@H](OC)[C@@H](C)CN(C)[C@@H](C)CO2	-1.4
COc1ccccc1-c1ccc2c(c1)O[C@@H](CN(C)C(=O)c1cccnc1)[C@H](C)CN([C@@H](C)CO)S2(=O)=O	0.2
COC(=O)[C@@H]1[C@@H](CO)[C@@H]2Cn3c(ccc(C4=CCCCC4)c3=O)[C@H]1N2Cc1ccccn1	-1.7
O=C(C1CC1)N1[C@H](CO)[C@@H]2c3ccccc3NC[C@@H]21	-2.3
C[C@H]1CN([C@@H](C)CO)C(=O)c2cccc(NS(=O)(=O)c3ccccc3)c2O[C@@H]1CN(C)Cc1ccc2c(c1)OCO2	0.4
C[C@@H]1CN([C@H](C)CO)C(=O)c2cc(Br)cnc2O[C@H]1CN(C)C(=O)NC1CCCC1	-0.4
C[C@@H]1CN([C@@H](C)CO)C(=O)c2cc(NC(=O)CCCN(C)C)ccc2O[C@H]1CN(C)C(=O)Nc1ccc2c(c1)OCO2	-2.7
C[C@@H]1CN([C@@H](C)CO)C(=O)c2cc(-c3cccc(C#N)c3)cnc2O[C@H]1CN(C)C(=O)C1CCCCC1	0.8
O=C([C@H]1[C@H](CO)[C@H]2Cn3c(cccc3=O)[C@@H]1N2C(=O)c1ccc(F)cc1)N1CCCCC1	-0.6
C[C@@H]1CN([C@H](C)CO)S(=O)(=O)c2ccc(C#CC3CC3)cc2O[C@H]1CN(C)Cc1ccccn1	-3.2
COc1ccc(NC(=O)Nc2ccc3c(c2)[C@H]2C[C@@H](CC(=O)NC4CCCC4)O[C@@H](CO)[C@H]2O3)cc1	0.2
COc1ccc(-c2ccc([C@@H]3[C@@H](CO)N(C(=O)c4cccnc4)[C@H]3C#N)cc2)cc1	0.4
O=C([C@@H]1[C@@H](CO)[C@@H]2Cn3c(cccc3=O)[C@H]1N2CC1CCCC1)N1CCOCC1	0.1
CC(C)NC(=O)N(C)C[C@@H]1OCCCC[C@H](C)Oc2ccc(NS(=O)(=O)c3ccc(Cl)cc3)cc2C(=O)N([C@@H](C)CO)C[C@H]1C	0.1
Cc1noc(C)c1S(=O)(=O)Nc1ccc2c(c1)C(=O)N([C@@H](C)CO)C[C@@H](C)[C@H](CN(C)Cc1ccc(C(F)(F)F)cc1)O2	-1.0
COc1ccc(S(=O)(=O)N2CCN(Cc3ccc(OCCO)cc3)CC2)cc1	0.9
C[C@H](CO)N1C[C@H](C)[C@H](CN(C)S(=O)(=O)c2cccs2)Oc2ccc(NC(=O)Nc3cccc4ccccc34)cc2C1=O	-0.3
CNC[C@H]1Oc2ncc(-c3ccc(C)cc3)cc2C(=O)N([C@H](C)CO)C[C@H]1C	1.4
COc1ccc(CN(C)C[C@@H]2OCCCC[C@H](C)Oc3ccc(NC(=O)Nc4ccc(OC)cc4)cc3C(=O)N([C@@H](C)CO)C[C@H]2C)cc1	-2.7
COc1ccc(-c2cnc3c(c2)C(=O)N([C@H](C)CO)C[C@H](C)[C@H](CN(C)C(=O)NC(C)C)O3)cc1	-0.1
O=C(NC[C@H]1[C@H](c2ccccc2)[C@@H](CO)N1Cc1ccccn1)C1CC1	-0.7
COc1ccc(CN(C)C[C@H]2Oc3ccc(NC(=O)Nc4ccc(F)cc4)cc3C(=O)N([C@H](C)CO)C[C@H]2C)cc1	0.9
CCN1[C@H](C(=O)NCCc2cn(C)cn2)[C@@H](CO)[C@@H]2Cn3c(ccc(-c4cccnc4)c3=O)[C@@H]21	0.0
COc1ccccc1C#Cc1ccc2c(c1)[C@@H]1[C@@H](CCN1C(=O)c1ccccc1)[C@H](CO)N2	-0.1
C[C@H](CO)N1C[C@H](C)[C@H](CN(C)C(=O)NC2CCCCC2)Oc2c(NC(=O)c3ccc(-c4nccs4)cc3)cccc2C1=O	-0.1
COc1ccc(-c2cnc3c(c2)C(=O)N([C@@H](C)CO)C[C@H](C)[C@H](CN(C)C(=O)C2CCCCC2)O3)cc1	12*
C[C@H](NC(=O)C[C@@H]1CC[C@H]2[C@@H](COC[C@@H](O)CN2Cc2cc(F)ccc2F)O1)c1ccccc1	0.5
CCN1[C@@H]2c3ccc(-c4cccc(C(=O)N(C)C)c4)c(=O)n3C[C@H]1[C@H](CO)[C@H]2C(=O)OC	0.0
CC(C)C#Cc1cnc2c(c1)C(=O)N([C@H](C)CO)C[C@@H](C)[C@@H](CN(C)Cc1ccccn1)O2	0.5
C[C@@H]1CN([C@@H](C)CO)C(=O)c2cc(NS(=O)(=O)c3cccs3)ccc2O[C@@H](C)CCCCO[C@H]1CN(C)Cc1ccncc1	0.2
Cc1cc(C(=O)Nc2cccc3c2O[C@H](CN(C)Cc2ccc4c(c2)OCO4)[C@H](C)CN([C@@H](C)CO)C3=O)n(C)n1	0.9
Cc1ccc(OCc2nc3ccccc3n2C(C(=O)NC(C)(C)C)c2ccccc2)cc1 (configuration not stated)	1.8
CCCNC(=O)N1CC2(C1)CN(C(=O)CC1CC1)[C@H](CO)c1c2c2ccc(OC)cc2n1C	-1.1
C[C@H](CO)N1C[C@H](C)[C@H](CN(C)C(=O)Nc2ccc(F)cc2)Oc2ccc(NC(=O)CCC(F)(F)F)cc2C1=O	-8.7

Screens as filed in PubChem.
